PPC-1+TRAIL kill: kills PPC-1 cancer cells in the presence of TRAIL; 220,000 tested, 0.41% active; PPC-1 cells + TRAIL, ATPLite viability luminescence; cell killing (% activity), % at 4 µM;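 active = cell killing above 50% in the first pass at 4 µM, then a duplicate retest at 5 µM averaging 50% or more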;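 note: plate controls were cells with TRAIL plus DMSO for no effect and medium-only wells lacking cells for full effect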
Tb hexokinase: T. brucei hexokinase 1 inhibition | recombinant TbHK1, G6PDH-coupled NADH A340 | inhibition, % at 10 µM | 220,000 tested, 0.11% active | AID 1430;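 active = inhibition of 50% or more in the single-dose primary screen; inactive = inhibition below 50%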
m-calpain inh: calpain II (pig) inhibition; purified calpain II, fluorogenic peptide substrate, 30 min; inhibition, % at 16 µM; 220,000 tested, 0.37% active; AID 1236;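 active = inhibition above about 50%, limit read from the data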
TRPN1 ag: agonists of zebrafish TRPN1 channel | HEK293 zebrafish TRPN1-YFP, Fluo-8 calcium fluorescence; 100% = response to 87 µM carbachol | activation, % at 3 µM | 220,000 tested, 0.18% active | AID 1424;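 active = activation above its plate's cutoff, the mean activation of test wells on that plate plus 3 SD, cut at about 19% in these data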;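 note: 0% = DMSO alone and 100% = 87 µM carbachol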
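System: zebrafish TRPN1-YFP in HEK293 cells / Dosing: 3 µM single point / Timing: dye loading 1 h at 37 °C, then 30 min room temperature / Signal: Fluo-8 calcium fluorescence, excitation 470-495 nm, emission 515-575 nm / Read-out basis: percent activation from peak over basal fluorescence ratio, control-normalized / Control set: high carbachol 87 µM, low DMSO alone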
Thrombin inh: blocks human thrombin protease activity; P00734; alpha-thrombin, Boc-VPR-AMC fluorogenic substrate cleavage; inhibition, % at 5 µM; 220,000 tested, 0.26% active; AID 1046;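 active = inhibition at or above 40%; inactive = inhibition below 40%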;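 note: 0% = enzyme with no compound and 100% = wells without enzyme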
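System – human alpha-thrombin protein · Reagent – Boc-VPR-AMC substrate, 15 µM final · Compound – 5 µM single dose in 0.2% DMSO · Schedule – reaction at room temperature · Technique – AMC fluorescence at 355 nm excitation and 460 nm emission · Read-out basis – % inhibition relative to enzyme controls and enzyme-free blanks · Control set – no-compound enzyme wells and no-enzyme blanks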
KCC2 mod: modulators of human KCC2 chloride dependent transport | Q9H2X9 | KCC2 cells, thallium flux FluoZin-2 fluorescence | B-score of Tl+ flux slope (higher = more flux/activation; lower = inhibition) at 10 µM | 190,000 tested, 2.2% active | AID 1456;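 active = thallium flux slope and its plate-corrected score both differing from the plate sample mean at a set confidence after two filtering rounds, in either direction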;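 note: slope of fluorescence scaled to starting intensity during 10 to 20 s after thallium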
Furin inhibitor: human furin inhibition | purified furin, fluorogenic substrate cleavage | P09958 | 220,000 tested, 0.061% active | inhibition, % at 30 µM; in the data active = inhibition above about 25%; note: inactives centre near -15
TRPML3 ag: human mucolipin-3 channel agonism | Q8TDD5 | HEK293 TRPML3-YFP, Fluo-8 calcium fluorescence; 100% = the carbachol control signal | activation, % at 3 µM | 220,000 tested, 0.29% active | AID 1448;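 active = activation above its plate's cutoff, the mean activation of the plate's test wells plus 3 SD, cut at about 12% in these data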;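 note: 0% = DMSO only wells and 100% = carbachol wells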
Target sequence (Q8TDD5 whole entry, looked up): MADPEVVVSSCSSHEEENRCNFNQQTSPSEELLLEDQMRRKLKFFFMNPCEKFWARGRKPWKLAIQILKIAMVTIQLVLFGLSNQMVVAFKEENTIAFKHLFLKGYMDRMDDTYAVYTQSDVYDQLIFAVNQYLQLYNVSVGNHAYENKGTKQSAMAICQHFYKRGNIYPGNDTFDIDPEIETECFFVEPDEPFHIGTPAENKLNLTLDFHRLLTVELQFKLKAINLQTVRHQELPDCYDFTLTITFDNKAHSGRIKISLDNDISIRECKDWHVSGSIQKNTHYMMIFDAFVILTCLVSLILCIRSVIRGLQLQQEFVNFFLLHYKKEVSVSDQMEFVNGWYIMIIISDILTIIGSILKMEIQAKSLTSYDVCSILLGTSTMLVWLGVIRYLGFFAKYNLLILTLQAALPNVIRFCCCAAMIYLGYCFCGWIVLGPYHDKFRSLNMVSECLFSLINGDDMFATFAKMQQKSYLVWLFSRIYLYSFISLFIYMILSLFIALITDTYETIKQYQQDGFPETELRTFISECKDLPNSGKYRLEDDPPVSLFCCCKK
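Test system: HEK293 cells stably carrying human TRPML3-YFP; Doses: single dose, 3 µM final nominal compound, 0.3% DMSO final; Schedule: dye loading 1 h 37 °C then 30 min ambient, 125 s read; Technique: Fluo-8 calcium fluorescence; Benchmarks: high control carbachol 87 µM, low control DMSO.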
EBV gp42 inh: blocks Epstein-Barr virus glycoprotein 42 binding; Q1HVG2; 220,000 tested, 0.42% active; Fluorescence polarization binding assay, mP read-out; inhibition, % (tested at 21.74 µM); AID 1085; in the data active = inhibition above about 50%
Target sequence (Q1HVG2 whole entry, looked up): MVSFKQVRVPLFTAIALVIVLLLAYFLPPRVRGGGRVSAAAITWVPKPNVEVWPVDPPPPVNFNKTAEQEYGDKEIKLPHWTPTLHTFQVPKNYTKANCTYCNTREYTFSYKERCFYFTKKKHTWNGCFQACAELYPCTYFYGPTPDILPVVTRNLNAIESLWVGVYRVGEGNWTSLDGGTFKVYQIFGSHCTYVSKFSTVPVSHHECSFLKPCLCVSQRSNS
Starred values were filed as active, the others as inactive; . = no result given; [ ] = dose if it differs, or a comment.

SMILES | PPC-1+TRAIL kill | Tb hexokinase | m-calpain inh | TRPN1 ag | Thrombin inh | KCC2 mod | Furin inhibitor | TRPML3 ag | EBV gp42 inh
COc1ccccc1-c1n[nH]c2c1[C@H](C)CC[C@H]2C(C)C | -13 | -4 | 0 | 1.2 | 2 | -0.19 | -6[20 µM] | -0.6 | -9
CSc1nc2ccc(NC(=O)c3ccc(Cl)s3)cc2s1 | 19 | -20 | -133 | -0.6 | 1 | -0.09 | -19 | 1.2 | -13
CCC(C)NC(=O)CSc1nc2ccccc2c(=O)n1Cc1ccc(OC)cc1 (stereo not drawn) | 2 | -5 | 17 | -0.4 | -1 | 2 | -14[20 µM] | 0.6 | 15
COc1ccccc1CN=Cc1[nH]c2ccc(Br)c(Cl)c2c1O | 28 | -10 | -153 | 1.2 | 5 | -0.6 | -2[20 µM] | 0.7 | -7
CC(C)SCc1cc(N2CCCC2)nc(-c2ccccc2)n1 | -7 | 5 | -6 | -1.2 | -10 | 0.36 | -13 | 0.8 | -3
Cc1cc(C)cc(NC(=O)CCNS(=O)(=O)c2ccc3c(c2)oc(=O)n3C)c1 | 0 | -7 | -18 | -1.0 | 1 | 0.72 | -26[20 µM] | -0.2 | -18
Cc1nc(=S)n(-c2ccccc2)[nH]1 | 0 | -2 | 3 | -0.1 | 24 | 0.47 | -15[20 µM] | -0.4 | -18
COCCn1c(=NC(=O)c2cccs2)sc2cc(NC(C)=O)ccc21 | -5 | -3 | -26 | 1.5 | -2 | 0.39 | -16 | 1.0 | -16
CCSc1nnc(NC(=O)c2nc(-c3ccccc3)n(-c3ccccc3)n2)s1 | 20 | 33 | 6 | 0.1 | 0 | -2.5 | 4 | -0.6 | -19
O=C(NCCc1ccccc1)c1cc(-c2ccco2)on1 | 16 | 2 | -22 | 0.4 | 6 | -0.24 | -9[20 µM] | 0.6 | -15
CC1CC1C(=O)OCC(=O)Nc1cccc(S(=O)(=O)NC2=NCCCCC2)c1 (stereo not drawn) | 15 | -1 | 8 | 0.4 | 4 | 1.5 | -18 | -0.2 | -14
C=CCNC(=O)/C(C#N)=C/c1ccccc1OCc1ccc(C(=O)OC)cc1 | -1 | -4 | -21 | 1.2 | -4 | 0.71 | -21 | -0.2 | -17
COc1cccc(N2CC(C(=O)Nc3nnc(SCC(=O)Nc4cc(C)on4)s3)CC2=O)c1 (stereo not drawn) | 3 | 3 | 0 | 1.7 | 2 | 0.82 | -38 | 1.1 | -13
COc1ccccc1C(=O)Nc1ccc(S(=O)(=O)Nc2cc(C)nc(C)n2)cc1 | 6 | -8 | 21 | 0.4 | -4 | 1.1 | -10[20 µM] | 1.0 | -11
Cc1noc(C)c1COC(=O)c1cc(C)n(-c2ccccc2)c1C | 8 | -4 | 33 | -0.5 | -10 | 0.72 | 3 | -0.6 | -13
CN1C(=O)C(O)(CC(=O)/C=C\c2ccc3c(c2)OCO3)c2ccccc21 (stereo not drawn) | 7 | -30 | -18 | 1.2 | -3 | 0.27 | -6 | 0.3 | 3
CCC1CCCCN1C(=O)CSc1nnc(-c2c[nH]c3ccccc23)o1 (stereo not drawn) | 3 | 1 | -20 | -1.3 | -2 | -3.3* | -27 | -1.6 | -13
O=C(CSc1cn(CCNC(=O)c2cccs2)c2ccccc12)NCC1CCCO1 (stereo not drawn) | 48 | -2 | -16 | -1.3 | -6 | 0.045 | -21 | 1.0 | -10
CC1OC(Oc2c(-c3cc(O)c(O)c(O)c3)oc3cc(O)cc(O)c3c2=O)C(O)C(O)C1O (stereo not drawn) | -2 | -31 | 41 | 0.0 | -2 | 0.63 | 9 | 0.2 | 0
COc1ccc(OC)c(/C=C/C(=O)Nc2ccc3c(c2)CCC3)c1 | -5 | -10 | -22 | 1.8 | -5 | -0.037 | -15 | 0.5 | -36
O=C(c1ccc(Cn2cc([N+](=O)[O-])cn2)o1)N1N=C(C(F)F)CC1(O)C(F)F (stereo not drawn) | -9 | -2 | -20 | 0.5 | -6 | -0.058 | -12[20 µM] | 0.8 | 5
O=C(CCn1c(=O)sc2ccccc21)Nc1ccon1 | 33 | 0 | -14 | -0.7 | 3 | -0.12 | -12[20 µM] | -0.1 | -7
CCOc1cc(/C=N/NC(=O)C(=O)NCC2CCCO2)ccc1OCC(=O)N1CCOCC1 (stereo not drawn) | 12 | -42 | -2 | -0.7 | -7 | 0.59 | -2 | 0.1 | -9
CC1=NNC(=O)/C1=C\c1cn(-c2ccccc2)nc1-c1ccccc1 | 42 | -17 | -46 | 4.5 | -1 | -1.9 | -26 | 3.7 | 13
Oc1cccc(/C=N/Nc2cc(N3CCCC3)nc(N3CCCC3)n2)c1 | 15 | -11 | -44 | -0.5 | -1 | 0.43 | -1 | 0.3 | 1
CCCC(=O)NC(c1ccc(OCC)cc1)c1ccc(OC)c(OC)c1 (stereo not drawn) | 4 | -16 | -28 | 1.2 | 1 | -0.01 | -12 | 0.6 | -5
COc1ccc2[nH]cc(C(=O)CN3CCN(C(=O)c4ccco4)CC3)c2c1 | -12 | -6 | -28 | 1.6 | -1 | -1 | -10 | 1.1 | -15
Cn1cnc([N+](=O)[O-])c1Sc1ccc(Br)cc1 | -1 | -3 | -12 | 3.4 | 4 | 0.53 | -20 | 0.0 | -10
Cc1ccc2cc3c(nc2c1)N(Cc1ccco1)CC3 | 8 | -16 | -112 | 1.0 | -6 | -0.4 | -25[20 µM] | -0.1 | 3
CCOC(=O)CNC(=O)/C=C/c1ccc2c(c1)OCO2 | 21 | -14 | -115 | 1.1 | 1 | -0.64 | -21 | 0.0 | -7

Just Tb hexokinase, for two of the compounds above:
| SMILES | Tb hexokinase |
| --- | --- |
| CCC(C)NC(=O)CSc1nc2ccccc2c(=O)n1Cc1ccc(OC)cc1 (stereo not drawn) | -5 |
| COc1ccccc1CN=Cc1[nH]c2ccc(Br)c(Cl)c2c1O | -10 |

Following part.
SMILES | PPC-1+TRAIL kill | Tb hexokinase | m-calpain inh | TRPN1 ag | Thrombin inh | KCC2 mod | Furin inhibitor | TRPML3 ag | EBV gp42 inh
CC(OC(=O)c1cccs1)C(=O)NCc1ccccc1 (stereo not drawn) | 17 | 6 | -17 | 1.3 | -4 | . | -19 | -0.2 | 4
O=C(COc1ccc(Br)cc1)N(Cc1ccccc1)c1ccccn1 | 6 | 32 | -1 | -2.6 | -3 | -0.29 | 0 | -0.8 | -12
C/C(=N\NC(=O)c1cc(-c2cccs2)nc2ccccc12)c1ccccn1 | 20 | -10 | -483 | 1.7 | -1 | 17* | -19 | 1.5 | 8
O=c1c(Cl)c(NCc2ccccc2Cl)cnn1C12CC3CC(CC(C3)C1)C2 | -7 | -1 | 9 | 0.1 | 1 | -0.65 | -21 | -0.1 | 8
CC(c1nc2ccccc2c(=O)[nH]1)N1CCOCC1 (stereo not drawn) | 16 | -3 | -2 | 0.6 | 2 | 0.6 | -24 | 1.0 | 0
CCCCC#Cc1cncc(C(=O)NN)c1 | 25 | 10 | 8 | -0.9 | 0 | -0.38 | -22 | 0.1 | -15
COCCn1c(SCC#N)nnc1-c1ccccc1 | 20 | 1 | 3 | 0.8 | -1 | 0.59 | -24 | 0.4 | -8
CCN(CC)C(=O)CSc1nnc(-c2cccnc2)n1CCc1ccccc1 | 2 | 7 | -5 | 2.1 | -3 | 0.77 | -11 | -0.1 | 3
O=[N+]([O-])c1ccc(/C=N/n2c(-c3cccnc3)n[nH]c2=S)cc1 | 24 | -12 | -10 | 1.0 | -16 | 0.4 | -9 | 1.4 | 0
CC(=O)N/C(=C/c1ccc(OS(=O)(=O)c2ccc(C)cc2)cc1)C(=O)NCCCO | 9 | -2 | -14 | 2.0 | 1 | -0.092 | -11 | 0.3 | -10
CCCCn1c(=NC(=O)c2ccc3c(c2)OCO3)c(C#N)cc2c(=O)n3cccc(C)c3nc21 | 3 | -8 | -185 | -0.5 | 7 | -1.5 | -1 | -0.4 | -10

Looked up by compound from the entries so far (six):
SMILES | PPC-1+TRAIL kill | Tb hexokinase | m-calpain inh | TRPN1 ag | Thrombin inh | KCC2 mod | Furin inhibitor | TRPML3 ag | EBV gp42 inh
COc1ccc(OC)c(/C=C/C(=O)Nc2ccc3c(c2)CCC3)c1 | -5 | -10 | -22 | 1.8 | -5 | -0.037 | -15 | 0.5 | -36
Cc1cc(C)cc(NC(=O)CCNS(=O)(=O)c2ccc3c(c2)oc(=O)n3C)c1 | 0 | -7 | -18 | -1.0 | 1 | 0.72 | -26[20 µM] | -0.2 | -18
CC1CC1C(=O)OCC(=O)Nc1cccc(S(=O)(=O)NC2=NCCCCC2)c1 (stereo not drawn) | 15 | -1 | 8 | 0.4 | 4 | 1.5 | -18 | -0.2 | -14
O=[N+]([O-])c1ccc(/C=N/n2c(-c3cccnc3)n[nH]c2=S)cc1 | 24 | -12 | -10 | 1.0 | -16 | 0.4 | -9 | 1.4 | 0
O=c1c(Cl)c(NCc2ccccc2Cl)cnn1C12CC3CC(CC(C3)C1)C2 | -7 | -1 | 9 | 0.1 | 1 | -0.65 | -21 | -0.1 | 8
CCC(C)NC(=O)CSc1nc2ccccc2c(=O)n1Cc1ccc(OC)cc1 (stereo not drawn) | 2 | -5 | 17 | -0.4 | -1 | 2 | -14[20 µM] | 0.6 | 15
